SUMO1 PPI mod: alters human SUMO1 binding to SIM partners. SUMO1 binding to a labelled peptide, TR-FRET, 1 h. inhibition, % at 20 µM. 360,000 tested, 0.33% active; in the data active means inhibition above about 37%
MT1-MMP act inh: inhibitors of human MT1-MMP activation | P50281 | HT1080 RFP-PRO-GFP cells, GFP/RFP ratio fluorescence, overnight; percent of plate control window, DMSO zero | GFP/RFP ratio change, % at 20 µM | 360,000 tested, 0.061% active | AID 651647;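 active means GFP/RFP ratio change of at least 30% with cell ATP level not reduced by more than half and red fluorescence within 50% of control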; further: strong numbers were not always called active
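Assay system: HT1080 cells carrying an RFP-PRO-GFP reporter | Dosing: Single dose of 20 µM compound, 1% DMSO final | Incubation: Cells overnight before dosing, compound overnight, 37 °C, 5% CO2 | Evaluation: GFP/RFP fluorescence ratio | Control set: DMSO and RFP-L50D-GFP cell wells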
NRP1-CendR mod: modulators of CendR peptide binding to human neuropilin-1 | AID 602438 | O14786 | inhibition, % at 25 µM | FAM-RPARPAR peptide binding to NRP-1, fluorescence polarization | 360,000 tested, 0.85% active;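 active means inhibition or corrected inhibition above about 18%, plus a signal ratio from 0.5 to 1.5, limit read from the data, passing the limit was not always enough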; further: strong numbers were not always called active
Target sequence (O14786 whole entry, looked up): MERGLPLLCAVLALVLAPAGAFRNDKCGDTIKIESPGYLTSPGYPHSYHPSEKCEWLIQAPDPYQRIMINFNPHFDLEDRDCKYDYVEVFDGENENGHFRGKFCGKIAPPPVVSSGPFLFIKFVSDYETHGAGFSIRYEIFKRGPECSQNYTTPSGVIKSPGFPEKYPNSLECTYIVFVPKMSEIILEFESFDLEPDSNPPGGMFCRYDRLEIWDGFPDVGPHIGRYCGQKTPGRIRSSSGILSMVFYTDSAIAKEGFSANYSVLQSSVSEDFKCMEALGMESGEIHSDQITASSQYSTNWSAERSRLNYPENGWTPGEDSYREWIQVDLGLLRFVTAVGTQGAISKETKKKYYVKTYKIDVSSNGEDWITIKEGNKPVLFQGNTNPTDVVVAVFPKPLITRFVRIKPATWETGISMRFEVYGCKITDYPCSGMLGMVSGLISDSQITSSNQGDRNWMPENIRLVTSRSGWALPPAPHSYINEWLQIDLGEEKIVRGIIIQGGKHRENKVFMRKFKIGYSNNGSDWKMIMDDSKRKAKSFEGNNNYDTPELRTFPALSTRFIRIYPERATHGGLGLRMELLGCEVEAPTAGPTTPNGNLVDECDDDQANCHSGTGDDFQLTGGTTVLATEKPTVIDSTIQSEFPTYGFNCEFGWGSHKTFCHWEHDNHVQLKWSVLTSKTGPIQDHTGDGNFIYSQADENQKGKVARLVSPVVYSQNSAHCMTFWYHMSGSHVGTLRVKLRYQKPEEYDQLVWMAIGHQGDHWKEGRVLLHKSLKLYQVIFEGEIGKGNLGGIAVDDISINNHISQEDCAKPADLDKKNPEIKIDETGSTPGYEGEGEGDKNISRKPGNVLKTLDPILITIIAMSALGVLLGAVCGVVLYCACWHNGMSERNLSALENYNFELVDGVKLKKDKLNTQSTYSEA
STEP block: STEP (human) phosphatase inhibition. P54829. recombinant STEP, OMFP fluorogenic substrate, fluorescence. inhibition, % at 20 µM. 360,000 tested, 0.25% active. AID 588621;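 active means inhibition at 20 µM, scaled per plate between control wells, above about 37%, limit read from the data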;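 further: 0% = DMSO with enzyme and substrate and 100% = substrate only without enzyme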
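Also added – OMFP at 25 µM · Test system – STEP tyrosine phosphatase · Technique – FITC-channel fluorescence of OMFP product · Schedule – 20 min at room temperature, dark · Evaluation – control-normalized % inhibition with plate pattern correction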
LMPTP inh: blocks human LMPTP phosphatase. 360,000 tested, 0.22% active. recombinant LMPTP-A, OMFP fluorogenic substrate, fluorescence intensity. inhibition, % at 20 µM. AID 651560. P24666;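 active means compounds that cut the enzyme signal by at least half of the control window in the single-dose screen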;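 further: plate controls were DMSO wells with enzyme plus substrate for no effect and substrate without enzyme for full effect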
Target sequence (P24666 whole entry, looked up): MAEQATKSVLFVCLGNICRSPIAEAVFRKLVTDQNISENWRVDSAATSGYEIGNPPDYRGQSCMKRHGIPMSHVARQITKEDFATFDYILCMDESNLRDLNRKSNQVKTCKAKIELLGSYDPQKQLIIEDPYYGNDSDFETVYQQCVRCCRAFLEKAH
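Assay system: LMPTP-A phosphatase enzyme | Input: 0.625 nM enzyme | Also added: Fluorogenic phosphatase substrate OMFP at 400 µM final | Compound dosing: One test concentration per compound, 20 µM, with 3% DMSO overall | Schedule: 50 min enzyme reaction at room temperature, protected from light | Signal: Fluorescence intensity | Benchmarks: no-enzyme and uninhibited controls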
SKN-1 inh: blocks SKN-1 activity in C. elegans; 360,000 tested, 0.49% active; AID 624304; inhibition, % at 21.8 µM; C. elegans VP596 Pgst-4::GFP/RFP ratio, acrylamide-induced, 24 h;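 active means interference check ratio from 0.5 to 1.5 plus GFP to RFP signal ratio inhibition reaching or exceeding a fixed threshold, cut at about 30% in these data, passing the limit was not always enough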; further: some compounds called inactive have numbers as strong as hits
DNMT1 inh: blocks human DNA methyltransferase DNMT1. P26358. DNMT1 molecular beacon, Hinp1I cleavage, fluorescence. inhibition (reported as % activation of signal), % at 10 µM. 360,000 tested, 0.83% active. AID 588458; in the data active means inhibition above about 50%
NadD block: NadD (S. aureus) enzyme inhibition; inhibition, % at 20 µM; AID 602399; purified NadD enzyme, colorimetric absorbance read-out; 360,000 tested, 0.78% active; in the data active means inhibition above about 26%; further: some compounds past the cut are filed as inactive
Scp1 inh: blocks human Scp-1 phosphatase activity | inhibition, % at 20 µM | AID 493091 | Q9GZU7 | Recombinant Scp1, phosphopeptide, malachite green phosphate absorbance | 340,000 tested, 0.88% active;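 active means inhibition above about 50% at 20 µM, limit read from the data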;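 further: plate controls were DMSO wells with enzyme for no effect and wells lacking enzyme for full effect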
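Incubation: 45 min enzyme reaction at room temperature / System: truncated SCP-1 phosphatase (76-261aa) / Reagent: Phospho 17-mer peptide substrate / Buffer or medium: Acidic Tris acetate buffer with magnesium and detergent / Signal: absorbance at 630 nm / Doses: one concentration, 20 µM, with 1.0% DMSO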
Rpn11 inh: blocks the human proteasome subunit Rpn11; calls only at 20 µM; human 26S proteasome, Ub4-pepOG fluorescence polarization; 20S core pre-blocked with epoxomicin; AID 588493; O00487; 360,000 tested, 0.59% active;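 active means inhibition at 20 µM, scaled to each plate's controls, above about 33%, limit read from the data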
Active calls of the source: *; i = inactive; . = not tested or not shown; + = active, no number.

SMILES	SUMO1 PPI mod	MT1-MMP act inh	NRP1-CendR mod	STEP block	LMPTP inh	SKN-1 inh	DNMT1 inh	NadD block	Scp1 inh	Rpn11 inh
O=C1CN(C(=O)c2ccccc2[N+](=O)[O-])C(c2ccccc2)c2cc(Br)ccc2N1 (stereo not given)	-11	-2	2	-1	-0.3	25	-3	3	-10	i
Cn1cc(CNCc2ccc(-n3cccn3)cc2)c(-c2ccccc2F)n1	0	2	-12	0	0.6	-5	-4	-5	1	i
Cc1ccc(CCNC(=O)C2CC(c3ccccc3[N+](=O)[O-])=NO2)cc1 (stereo not given)	-16	1	14	-2	-3.0	4	1	-4	-6	i
CCC(C)Nc1nnc(SCC(=O)c2c(N)n(C3CC3)c(=O)[nH]c2=O)s1 (stereo not given)	2	-5	-12	-3	-1.6	-9	0	0	8	i
COC(=O)C1=C(CS(=O)(=O)c2ccc(Cl)cc2)NC(=O)NC1c1ccc(O)c(OC)c1 (stereo not given)	0	0	-1	-2	-1.2	17	-3	-1	-8	i
CC(C)NC(=O)C1CCN(C2CCN(Cc3ccc4cccc(F)c4n3)CC2)CC1	-7	-1	-6	-2	-2.3	2	-3	-7	0	i
CCN(Cc1ccccc1)C(=O)COC(=O)c1cc(Cl)nc(Cl)c1	-1	3	11	-4	-0.9	-1	8	-2	-3	i
CCCOc1ccc(-c2cn3ccccc3n2)cc1	3	.	-4	0	3.2	14	1	7	-1	i
O=C(O)/C=C/c1cccnc1	1	0	6	0	-1.5	0	0	-5	-7	i
O=C(COc1ccc(Br)cc1)NCCO	2	1	-5	-2	-1.7	-13	3	-3	-1	i
Cc1ccc(C(OCC(O)CNC(CO)C(O)c2ccc([N+](=O)[O-])cc2)c2ccccc2)cc1 (stereo not given)	-15	-4	11	4	-0.5	6	-2	-10	-12	i
Cc1cc(C)nc(SCC(=O)N/N=C\C(Br)=C\c2ccccc2)n1	-9	0	-1	-2	0.0	11	6	1	-3	i
CCOC(=O)C1=C(N)c2ccccc2CC1C1CCCC1 (stereo not given)	0	-2	-7	0	4.8	-1	0	0	-7	i
Cc1sc2nc(SCCO)n(-c3ccccc3)c(=O)c2c1C	0	0	-3	1	0.9	1	1	7	-4	i
CC(Sc1nnc2ccccn12)C(N)=O (stereo not given)	1	-1	1	-2	-2.6	6	2	-2	-5	i
C#Cc1ccc([C@@H]2C=C(C(=O)O)O[C@H](OCCCCO)C2)cc1	1	10	-18	2	1.9	20	8	0	25	i
O=C(CSc1nc(=O)n(CCCN2CCOCC2)c2c1CCC2)Nc1ccccc1F	4	0	1	1	-0.3	-3	0	-2	-7	i
CCCCC(=O)Nc1ccc(NCc2ccc(C)s2)cc1	0	-1	8	1	0.3	5	-2	1	-7	i
CCC1=NN2C(=N)/C(=C\c3ccc(SCc4ccco4)o3)C(=O)N=C2S1	54*	-40	-196	17	42	50	108*	19	44	+
Cc1c(N(C(=O)Nc2ccccc2)C2=NCC(C)S2)c(=O)n(-c2ccccc2)n1C (stereo not given)	5	1	-5	4	1.1	2	1	-1	-4	i
Cc1ccc(CNC(=O)c2ccccc2N)cc1	1	-1	2	-2	-1.0	-1	2	-3	-6	i
CCCCN1CC(=O)N2[C@H]3c4cc(Cl)ccc4OC[C@@H]3[C@H](c3ccccc3)[C@]2(C)C1=O	-1	0	11	-1	0.3	17	6	-5	-6	i
COc1ccc(S(=O)(=O)Nc2ccccc2C(=O)N2CCCC2)cc1C	-3	1	-2	-1	-0.3	17	2	1	-3	i
COc1ccccc1NC(=O)CCN1C(=O)C2C3CCC(C3)C2C1=O (stereo not given)	0	0	4	0	-1.0	13	-1	2	-7	i

A draw from above in order of count of non-hydrogen atoms, ascending:
SMILES	SUMO1 PPI mod	MT1-MMP act inh	NRP1-CendR mod	STEP block	LMPTP inh	SKN-1 inh	DNMT1 inh	NadD block	Scp1 inh	Rpn11 inh
CCOC(=O)C1=C(N)c2ccccc2CC1C1CCCC1 (stereo not given)	0	-2	-7	0	4.8	-1	0	0	-7	i
Cc1sc2nc(SCCO)n(-c3ccccc3)c(=O)c2c1C	0	0	-3	1	0.9	1	1	7	-4	i
COc1ccc(S(=O)(=O)Nc2ccccc2C(=O)N2CCCC2)cc1C	-3	1	-2	-1	-0.3	17	2	1	-3	i

7 entries out of the list above, arranged by the value under NadD block, lowest first:
smiles,SUMO1 PPI mod,MT1-MMP act inh,NRP1-CendR mod,LMPTP inh,SKN-1 inh,DNMT1 inh,NadD block,Scp1 inh,Rpn11 inh
CCCCN1CC(=O)N2[C@H]3c4cc(Cl)ccc4OC[C@@H]3[C@H](c3ccccc3)[C@]2(C)C1=O,-1,0,11,0.3,17,6,-5,-6,i
Cc1ccc(CNC(=O)c2ccccc2N)cc1,1,-1,2,-1.0,-1,2,-3,-6,i
O=C(CSc1nc(=O)n(CCCN2CCOCC2)c2c1CCC2)Nc1ccccc1F,4,0,1,-0.3,-3,0,-2,-7,i
C#Cc1ccc([C@@H]2C=C(C(=O)O)O[C@H](OCCCCO)C2)cc1,1,10,-18,1.9,20,8,0,25,i
CCCCC(=O)Nc1ccc(NCc2ccc(C)s2)cc1,0,-1,8,0.3,5,-2,1,-7,i
COc1ccccc1NC(=O)CCN1C(=O)C2C3CCC(C3)C2C1=O (stereo not given),0,0,4,-1.0,13,-1,2,-7,i
Cc1sc2nc(SCCO)n(-c3ccccc3)c(=O)c2c1C,0,0,-3,0.9,1,1,7,-4,i

(next part)
SMILES	SUMO1 PPI mod	MT1-MMP act inh	NRP1-CendR mod	STEP block	LMPTP inh	SKN-1 inh	DNMT1 inh	NadD block	Scp1 inh	Rpn11 inh
CCN(Cc1nc(-c2cccc(C)c2)no1)C(=O)c1ccco1	4	-1	7	-1	-0.8	0	-2	-3	-3	i
CC(C)(C)C(=O)NCCc1nc2ccccc2n1CC(=O)c1ccccc1	-3	3	3	-2	-1.4	2	0	-5	-17	i
COC(=O)c1ccc(C2CC(=O)Nc3cc(OC)c(OC)cc32)cc1 (stereo not given)	-4	10	-5	-7	-2.1	2	2	-3	-12	i
O=C(COc1cc(F)ccc1[N+](=O)[O-])Nc1cccc(S(=O)(=O)NC2=NCCC2)c1	-13	-2	-17	3	-0.8	-10	4	1	3	i
Cc1cccc(C(=O)NCC(=O)OCC(=O)c2cc(C)n(CC3CCCO3)c2C)c1 (stereo not given)	2	2	-1	-2	-0.8	-7	0	-3	-11	i
CCOCCCn1c(SCC(=O)Nc2ccc3[nH]c(=O)[nH]c3c2)nc2ccccc2c1=O	13	4	-18	2	-1.2	16	-4	1	-7	i
N/C(=N/O)c1ccccc1N1CCC(Cc2ccccc2)CC1	1	-10	0	-4	0.5	9	-12	-6	-5	i
COc1ccc2c(c1)C=C(CN1CCN(C(C)C)C(CCO)C1)CO2 (stereo not given)	1	0	-4	3	0.4	13	0	-7	-13	i
COc1ccc(OCc2nnc(SCC(=O)Nc3cccc(C(C)=O)c3)o2)cc1	0	-1	-7	1	-0.7	7	-3	-7	-6	i
CCC(C)NC(C(=O)Nc1ccc(Cl)c([N+](=O)[O-])c1)c1ccccc1 (stereo not given)	-16	4	17	2	-0.9	-1	5	-6	-4	i
Cc1c(CCNC=O)cc(C)c2c3c(oc12)CCCC3	4	3	-7	1	0.4	17	-12	-1	-8	i
Cc1cccc(C)c1NC(=O)CN(C)C(=O)c1cccc(NS(=O)(=O)c2ccccc2)c1	17	1	-6	-1	-0.4	-2	3	0	3	i

Exported with two lines to a compound: entries from further up
Screens in order: SUMO1 PPI mod | MT1-MMP act inh | NRP1-CendR mod | STEP block | LMPTP inh | SKN-1 inh | DNMT1 inh | NadD block | Scp1 inh | Rpn11 inh
- COc1ccc(OCc2nnc(SCC(=O)Nc3cccc(C(C)=O)c3)o2)cc1
    0 | -1 | -7 | 1 | -0.7 | 7 | -3 | -7 | -6 | i
- Cc1cccc(C(=O)NCC(=O)OCC(=O)c2cc(C)n(CC3CCCO3)c2C)c1 (stereo not given)
    2 | 2 | -1 | -2 | -0.8 | -7 | 0 | -3 | -11 | i
- O=C(COc1cc(F)ccc1[N+](=O)[O-])Nc1cccc(S(=O)(=O)NC2=NCCC2)c1
    -13 | -2 | -17 | 3 | -0.8 | -10 | 4 | 1 | 3 | i

Next entries follow.
SMILES	SUMO1 PPI mod	MT1-MMP act inh	NRP1-CendR mod	STEP block	LMPTP inh	SKN-1 inh	DNMT1 inh	NadD block	Scp1 inh	Rpn11 inh
Cc1cc(C)nc(/N=C(\N)Nc2ccc(F)c([N+](=O)[O-])c2)n1	-21	-15	3	2	-0.6	6	-6	8	0	i
COc1cccc(OC)c1NC(=O)CN(C)S(=O)(=O)c1ccc2c(c1)OCCO2	-2	2	2	-2	0.7	0	3	-8	-7	i
Cc1ncc(CN2CCN(C3CCCC3)C(CCO)C2)s1 (stereo not given)	0	-1	5	10	-2.6	8	-1	-3	-5	i
CCN(CC)CCNC(=O)c1cc(Nc2ccc(OC)c(OC)c2)nc2ccccc12	-6	-2	-2	2	0.4	8	-5	-6	1	i
Cn1c(NCc2cccnc2)nc2cc(-c3ccc(C(=O)N4CCOCC4)cc3)sc2c1=O	-26	1	-18	-4	3.4	7	-5	1	.	i
COc1ccc(NC(=O)[C@H](C)NC(=O)C2CCN(S(=O)(=O)c3ccc(C)cc3)CC2)cc1OC	-4	0	-1	-1	0.3	13	-2	1	4	i
CCOC(=O)COc1nc(N(C)C)nc(N(C)C)n1	3	2	-8	3	-2.9	7	3	5	-8	i
COc1ccc(NC(=O)CNC(=O)c2cccs2)cc1Cl	-1	-4	-9	6	-0.1	-3	1	-7	-4	i
CC(C)(C)CNC(=O)c1cccc2c1C(=O)c1ccc(N3CCCC3)cc1S2(=O)=O	-61	-127	-41	-2	5.6	-27	0	3	4	.
CCCSc1nc(=O)n2cc(C)ccc2n1	-4	3	-11	0	0.5	16	-2	-1	-6	i
NC(=O)c1ccc(SCC(=O)NC2CCCCC2)c([N+](=O)[O-])c1	-21	1	0	-4	-0.6	0	6	2	-2	i
Cc1cc(C)c(NC2=CC(=O)CC(C)(C)C2)c(C#N)c1	-1	-2	6	-2	-0.3	-12	2	-1	-2	i
O=C(CSCc1ccccc1)Nc1ccc2c(c1)OCO2	2	5	-1	-3	1.1	6	-9	6	-2	i
CCc1ccccc1NC(=O)CNC(=O)c1ccc(S(=O)(=O)NCc2ccco2)cc1	6	6	3	1	-0.2	-2	2	3	.	i
COc1cc(/C=C2/C(=O)NN(c3ccc(F)cc3)C2=O)cc(Cl)c1O	-44	0	-99	3	4.3	5	5	-1	-6	i
COc1ccc(CNC(=O)Cc2c(C(=O)O)[nH]c3ccccc23)cc1	-2	0	-2	2	-2.8	0	0	1	-8	i
COc1ccc(-c2nc(CS(=O)CC(=O)NCc3ccc4c(c3)OCO4)c(C)o2)cc1OC (stereo not given)	3	2	3	0	0.2	0	-1	2	3	i

Screening results (PubChem)
